Source: PubChem BioAssay
MRP-1 activ: H69AR viability gain despite doxorubicin, primary screen, MRP-1 activator project, H69AR cells, CellTiter-Glo; viability rescue; viability increase, % at 10 µM; 140,000 compounds, 0.61% hits;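 active = viability gain under doxorubicin at or above a set limit, the compound median plus 3 SD, cut at about 4.7% in these data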;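 also: MRP-1 overexpressing cells given doxorubicin 25 µM after compound pretreatment; 18-22 h compound pretreatment then 72 h with doxorubicin before readout; 0% = doxorubicin-only wells and 100% = vehicle-treated cells without doxorubicin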
Yeast lifespan up: compounds extending yeast replicative lifespan, primary screen, S. cerevisiae, OD615 | S. cerevisiae growth with nicotinamide; deaD strain in restrictive glucose medium | 130,000 compounds, 0.68% hits | AID 775, 2007 | inhibition of the nicotinamide effect, % at 10 µM;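 active = inhibition above a set limit, placed 3 SD over the median of all compounds, cut at about 26% in these data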;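 also: 0% = nicotinamide-treated wells and 100% = cells grown without nicotinamide; some compounds called inactive have numbers as strong as hits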
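Buffer or medium: CSMM-D glucose medium, restrictive; test system: modified budding yeast, DeaD strain; compound: single dose 10 µM compound, 0.25% DMSO; schedule: culture preincubation 4 h, compound exposure 48 h, both 30 °C; detection: optical density (absorbance) at 615 nm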
HCT116 PTEN-null: growth suppression of PTEN-null HCT116, primary screen, cell-based, CellTiter-Glo | 140,000 compounds, 1.2% hits | AID 827, 2007 | HCT116 PTEN-null viability, 60 h; hits give low values | viability, % at 10 µM;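 active = viability at or below a set limit, 4 SD under the median of all tested compounds, cut at about 3.7% in these data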;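 also: PTEN knockout HCT116 line with beta catenin targeted HCT116 as companion control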
E-sel TNF inh: E-selectin induction blockers in HUVEC – imaging, immunofluorescence, high content, primary screen. HUVEC TNFa-induced E-selectin immunofluorescence. inhibition, % at 2 µM. 120,000 compounds, 0.71% hits. AID 1246, 2008;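 active = inhibition above the batch mean plus 3 SD, and confirmed as a hit on visual image review, cut at about 43% in these data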;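 also: 0% = TNF-stimulated DMSO wells and 100% = unstimulated control wells; not every result past the cut was called active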
Phagocyt inh: inhibitors of macrophage phagocytosis, primary screen, imaging, J774A.1 cells, IgG beads | J774A.1 macrophage IgG-bead phagocytosis | inhibition, % at 5 µM | 110,000 compounds, 0.07% hits | AID 1029, 2008;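 active = inhibition above the mean of the plate negative controls plus 5 SD, cut at about 13% in these data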;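 also: phagocytic index as fraction of beads internalized from green versus red external bead signal; plate controls were DMSO negative control for no effect and cytochalasin-D positive control for full effect; some results beyond the cut were filed as inactive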
NPY Y2 blocker: NPY-Y2 receptor antagonists, primary screen, cell-based; Neuropeptide Y receptor type 2 (Homo sapiens), P49146; NPY-Y2 expressing cells, antagonist mode; inhibition, % at 2.7 µM; 140,000 compounds, 0.99% hits; in the data active = inhibition above about 17%;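 also: 0% = vehicle with agonist challenge and 100% = reference antagonist with challenge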
Target sequence (P49146 whole entry, looked up): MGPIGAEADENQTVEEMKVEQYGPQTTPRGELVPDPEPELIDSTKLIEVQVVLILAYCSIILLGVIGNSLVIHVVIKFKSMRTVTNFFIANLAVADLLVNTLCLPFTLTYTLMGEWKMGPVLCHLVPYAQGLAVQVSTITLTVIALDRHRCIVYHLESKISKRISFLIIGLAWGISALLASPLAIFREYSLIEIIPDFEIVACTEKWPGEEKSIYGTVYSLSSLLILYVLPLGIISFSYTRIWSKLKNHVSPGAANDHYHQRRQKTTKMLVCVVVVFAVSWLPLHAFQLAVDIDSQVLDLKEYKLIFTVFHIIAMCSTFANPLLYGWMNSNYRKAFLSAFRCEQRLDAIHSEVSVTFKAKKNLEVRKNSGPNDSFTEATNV
HCT116 bCat-KO: primary screen for growth suppressors in beta-catenin knockout HCT116 cells (colon tumor, human) | HCT116 beta-catenin knockout viability, CellTiter-Glo, 60 h; hits give low values | viability, % at 10 µM | 140,000 compounds, 1.5% hits | AID 818, 2007;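 active = viability at or under a set limit, the compound median less 4 SD, cut at about 6% in these data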;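 also: 0% = Hyamine 1622 control at 20 µM and 100% = untreated cell control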
GALR2 blocker: GALR2 antagonists in receptor-expressing cells, primary screen; antagonist mode; inhibition, % at 4 µM; 140,000 compounds, 0.39% hits; AID 828, 2007; in the data active = inhibition above about 27%;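 also: cells stimulated with galanin 1-16 at roughly its EC80; 0% = agonist challenge control and 100% = basal control without agonist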
Target sequence (O43603 whole entry, looked up): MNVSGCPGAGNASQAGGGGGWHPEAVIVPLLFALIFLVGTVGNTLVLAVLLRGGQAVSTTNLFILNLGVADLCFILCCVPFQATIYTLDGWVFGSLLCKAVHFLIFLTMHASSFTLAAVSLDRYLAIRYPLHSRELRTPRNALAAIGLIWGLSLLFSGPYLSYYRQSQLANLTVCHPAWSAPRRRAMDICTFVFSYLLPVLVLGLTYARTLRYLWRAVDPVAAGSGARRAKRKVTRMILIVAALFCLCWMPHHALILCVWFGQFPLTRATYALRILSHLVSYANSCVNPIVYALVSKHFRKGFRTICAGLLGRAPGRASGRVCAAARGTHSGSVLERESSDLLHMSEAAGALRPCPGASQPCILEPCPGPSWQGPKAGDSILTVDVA
Measles CPE: compounds protecting cells from measles virus cytopathic effect, primary screen, measles RdRp inhibitor project, single point, MLSMR library, absorbance; Measles virus-infected cells, CPE protection; protection (pct of control), % at 4 µM; AID 841, 2007; 140,000 compounds, 1.5% hits; in the data active = protection mostly above about 24%, no sharp cut-off; inactive = mostly below about 26%; also: some compounds called inactive have numbers as strong as hits
Yeast growth inh: growth inhibitors of yeast BB579 in restrictive medium, primary screen, yeast lifespan-shortening project, S. cerevisiae | OD615, 48 h | inhibition, % at 10 µM | 140,000 compounds, 0.51% hits;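 active = inhibition above a set limit, 3 SD over the mean compound inhibition, cut at about 44% in these data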; also: inactives centre near -24
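Test system: DeaD yeast strain BB579 / Buffer or medium: restrictive glucose-based CSMM-D medium / Doses: single 10 µM dose / Schedule: 4 h cell preincubation, 48 h compound exposure, 30 °C humidified / Technique: culture absorbance at 615 nm / Controls: amphotericin B positive control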
* marks the source's active call; other numbers are inactive results; · = no result given; [ ] = remark or other dose.

SMILES | MRP-1 activ | Yeast lifespan up | HCT116 PTEN-null | E-sel TNF inh | Phagocyt inh | NPY Y2 blocker | HCT116 bCat-KO | GALR2 blocker | Measles CPE | Yeast growth inh
CCc1cc(C(=O)COc2ccccc2F)c(O)cc1O | -1.2 | -13 | 100 | · | -5 | 3 | 100 | -3 | 12 | -56
Cc1noc(C)c1CS(=O)(=O)c1ccc(Br)cc1 | -0.1 | 56* | 91 | -30 | · | 3 | 82 | -3 | 3 | 1
Cc1cc(C)n2nc[n+](C)c2n1 | 0.4 | 1 | 98 | -29 | · | -1 | 98 | 3 | 18 | -31
CCn1c(CCNC(=O)c2cccs2)nnc1SCC(=O)NC1CCCCC1 | -0.2 | 1 | 106 | 11 | · | 5 | 100 | -3 | 19 | -35
Cc1ccc(C(=O)CNc2ccc(Br)cc2)cc1 | -1.5 | -15 | 98 | -56 | · | 6 | 90 | -8 | 6 | -47
Cc1cccc(NC(=O)CCNS(=O)(=O)c2cccc3nsnc23)c1 | -1.1 | -3 | 99 | -7 | 1 | 0 | 91 | 9 | 5 | 2
CN1/C(=C\C(=O)COC(=O)C2COc3ccccc3O2)C(C)(C)c2ccccc21 (stereo not given) | -1.3 | -14 | 76 | -27 | -1 | -2 | 81 | -5 | 2 | -8
O=C(c1ccccc1CCc1ccccc1)N1CCOCC1 | -2.1 | 0 | 96 | 16 | 0 | 0 | 94 | -5 | 23 | -10
COc1ccc(/C=C/C(=O)c2cc(Br)ccc(=O)c2O)cc1 | -4.8 | 8 | 9 | · | 1 | 5 | 11 | 9 | 15 | 96*
O=S(=O)(c1ccc(F)cc1)N1CCN(C(=S)NCc2ccco2)CC1 | -1.1 | 7 | 94 | · | -8 | 5 | 101 | 6 | 18 | -18
COc1cc(CNCCc2ccc(F)cc2)ccc1OCc1ccc(Cl)nc1 | -1.4 | -3 | 15 | -21 | 0 | 4 | 15 | -6 | 2 | -20
Cc1ccc(-c2nnn(CC(=O)N(Cc3cccs3)C(C(=O)NC(C)(C)C)c3ccco3)n2)o1 (stereo not given) | -1.9 | 22 | 81 | -21 | 0 | 7 | 86 | -5 | 4 | -42
Cc1cc(C)c(NC(=O)CCCOC(=O)C2=COCCO2)c(C)c1 | -1.4 | -15 | 91 | 15 | 0 | 5 | 94 | 7 | 4 | 17
CC(C)NCCOCCOc1ccc(Cl)cc1Br | -4.0 | -1 | 71 | 15 | -6 | 0 | 63 | -6 | 4 | -13
O=S(=O)(c1cccc(F)c1)N1CCN(Cc2ccc3c(c2)OCO3)CC1 | -0.4 | -6 | 90 | -4 | 0 | 5 | 96 | -21 | 8 | -59
OC(COc1ccc2c(c1)OCO2)CN1CCc2ccccc2C1 (stereo not given) | -1.3 | 2 | 93 | 20 | -4 | 13 | 89 | 9 | 9 | -1
COC(=O)N/N=C/c1c(C)cc(C)cc1C | -0.1 | -2 | 100 | · | -2 | 2 | 98 | -2 | 15 | -27
O=C(/C=C/c1ccccc1)NC1CCS(=O)(=O)C1 (stereo not given) | -0.1 | -5 | 88 | · | -8 | 1 | 84 | -3 | 6 | -23
O=C(O)C12CC3CC(C1)CC(n1cnc(Cl)n1)(C3)C2 | -1.0 | 2 | 79 | -6 | · | 1 | 81 | -8 | 4 | -33
CC(=O)[C@@H]1[C@@H](C(=O)c2ccc(C)cc2)[C@]2(C(=O)Nc3ccccc32)[C@H]2C=Cc3cc(F)ccc3N12 | -4.4 | 18 | 61 | -17 | -9 | 3 | 68 | -2 | 10 | -18
CN(Cc1ccccc1)C(=O)c1ccccc1NC(=O)c1ccco1 | -2.4 | -2 | 96 | 1 | · | 4 | 89 | 7 | 10 | -32
O=C(CSc1nc2ccccc2[nH]1)NCC1CCCO1 (stereo not given) | -1.0 | 2 | 99 | · | 4 | 2 | 97 | -2 | 11 | -20
CC(C)(Oc1ccc(Cl)cc1)C(=O)OCC(=O)N1CCCC1 | -0.1 | -6 | 98 | -69 | 0 | 2 | 101 | 10 | 6 | -6
Cc1ccc(CN2CCS(=O)(=O)CC2)cc1 | 0.9 | -5 | 97 | · | · | 1 | 109 | -3 | 14 | -21
O=C(CSc1ccc2ccccc2n1)Nc1nsc(-c2ccc(Cl)cc2)n1 | -0.1 | 2 | 68 | 42 | 31*[artifact] | 7 | 87 | -4 | 16 | -37
CCOC(=O)c1sc(=S)n(CC)c1N | 2.2 | -10 | 105 | · | 4 | 0 | 110 | -2 | 5 | -42
COc1cc(/C=C(/C#N)c2nc3ccccc3c(=O)[nH]2)ccc1O | -4.0 | 14 | 75 | · | -2 | 4 | 90 | 6 | 4 | -28
CN(C)c1ccnc(Oc2ccc(F)cc2)c1C#N | -0.1 | -12 | 92 | 17 | · | 4 | 105 | -8 | 2 | -58
C/C(CC(=O)Nc1ccccc1C)=N\NC(=O)Cc1csc(N)n1 | -1.0 | -7 | 101 | · | 0 | 0 | 105 | 4 | 33 | -28
CCN(CC)S(=O)(=O)c1ccc(C(=O)Nc2cc3oc4ccccc4c3cc2OC)cc1 | -2.6 | 4 | 82 | · | · | 1 | 81 | 7 | 12 | -25
Cn1c(=O)c2ncn(CC(=O)Nc3ccc4c5c(cccc35)CC4)c2n(C)c1=O | -2.8 | -2 | 94 | · | -1 | 0 | 98 | -3 | 4 | -50
CC(=O)C1=C(O)C(=O)N(Cc2ccco2)C1c1ccc(F)cc1 (stereo not given) | -0.8 | -3 | 107 | 19 | 2 | -3 | 109 | -10 | 6 | 16
O=C(NCCN=C1NS(=O)(=O)c2ccccc21)c1ccco1 | -2.5 | -16 | 79 | · | 0 | 0 | 83 | 0 | 25 | -14
CC(=O)OC1c2ccccc2C(=O)N1Cc1ccccc1 (stereo not given) | 0.5 | -16 | 106 | · | 1 | 4 | 102 | 3 | 2 | -24
CCCCNC(=O)C1CCN(Cc2ccc(OCc3ccccc3)cc2)CC1 | -2.9 | · | 77 | -30 | · | 8 | 70 | 0 | 16 | -20
O=C(Nc1cnc2ccccc2c1)N1CCCCC1 | -0.5 | 17 | 106 | -20 | 0 | 1 | 105 | 12 | 13 | -50
CCOc1ccc(-c2cc(CCCC(=O)NCCc3ccc(OC)c(OC)c3OC)no2)cc1 | -2.1 | -3 | 89 | · | 2 | -1 | 100 | -11 | 3 | -5
Cc1nc(SCC(=O)Nc2c(C)n(C)n(-c3ccccc3)c2=O)n[nH]1 | -0.8 | · | 88 | 0 | · | 3 | 96 | 17 | 4 | -32
COc1cc2c(cc1OC)CN(c1nc(CN3CCCCC3)nc3sc4c(c13)CCCC4)CC2 | -4.8 | 5 | 19 | -22 | 3 | 20* | 22 | 10 | 28 | -10
COC(=O)C1=C(CN2CCCc3ccccc32)NC(=O)NC1c1ccc(F)cc1 (stereo not given) | -2.1 | -22 | 66 | -25 | -3 | -1 | 75 | 12 | 8 | -8
CN(c1ccc(F)cc1)S(=O)(=O)c1ccc(Cl)c(C(=O)Nc2ccc3c(c2)CCC3)c1 | -3.5 | 5 | 64 | · | -17 | 0 | 58 | -3 | 11 | -30
Cc1nn(C)cc1/C=N\NC(=O)c1ccc(Cn2cc(Cl)cn2)cc1 | -0.4 | -2 | 99 | 4 | -1 | 2 | 90 | -1 | 7 | -24
Cc1ccc(-c2nc(CS(=O)(=O)CC(=O)NC3CCCCC3C)c(C)o2)cc1 (stereo not given) | -1.4 | 2 | 83 | · | 0 | 1 | 86 | -11 | 19 | -35
N#Cc1ccc(COC(=O)c2ccc(N3CCCC3)c([N+](=O)[O-])c2)cc1 | -1.0 | 2 | 78 | · | -6 | 3 | 87 | 0 | 23 | -30
COc1ccc(C(=O)NC(=S)Nc2ccccc2N2CCOCC2)cc1[N+](=O)[O-] | -1.4 | 4 | 93 | · | -2 | 12 | 96 | 5 | 8 | -34
O=C(O)C1CCCNC1 (stereo not given) | -0.5 | 6 | 97 | · | · | -1 | 96 | 0 | 29 | -54
O=C(O)c1ccccc1NC(=S)NC(NC(=O)c1ccccc1[N+](=O)[O-])C(Cl)(Cl)Cl (stereo not given) | 1.3 | -17 | 94 | 18 | · | 1 | 104 | 6 | 4 | -11
CC(=O)OCCCCON1C(=O)c2ccccc2C1=O | -0.4 | -4 | 95 | 16 | -1 | 0 | 98 | -8 | 15 | 10
CCN1CCN(C(=O)CSc2cc(=O)n(CC)c3ccccc23)CC1 | -2.1 | 2 | 67 | 1 | -1 | 11 | 69 | 2 | 4 | 6
C=CCn1c(=O)c(C(=O)NCCN(CC)CC)c(O)c2ccccc21 | -3.2 | -4 | 87 | · | · | 4 | 86 | 7 | 30 | -25
Fc1ccccc1NC(=S)N/N=C/c1ccccc1Br | -2.5 | -13 | 93 | 15 | -1 | 15 | 94 | -9 | 14 | -86
O=C(CCS(=O)NCc1ccccc1)NCc1ccccc1 (stereo not given) | 0.0 | -7 | 104 | · | 3 | 6 | 95 | 7 | 10 | -18
O=C(N/N=C/c1c[nH]c2ccccc12)c1cc(-c2ccc(-c3ccccc3)cc2)n[nH]1 | -6.4 | -6 | 1.3* | -35 | · | -1 | 1.1* | 18 | 22 | -56
Cc1cc2nnc(SC(C)C)n2c2ccccc12 | -1.9 | · | 101 | 2 | · | 4 | 94 | 6 | 9 | 0
CCn1ncc(Br)c1C(=O)Nc1cc(C)cc(C)c1 | -0.5 | -5 | 91 | · | -3 | 4 | 90 | 12 | 9 | -28
Cc1ccccc1NC(=O)CSc1nc(Nc2ccccc2)nc(N2CCOCC2)n1 | -0.1 | -11 | 61 | -21 | 3 | 0 | 53 | 12 | 5 | -59
Cc1cc(N/N=C/c2ccc(Cl)cc2Cl)nc(NCc2ccccc2)n1 | 2.5 | -14 | 4 | -10 | -15 | 14 | 8 | -2 | 9 | 99*
COc1ccc(NC(=O)C2CCCN(c3c4c(nc5ncnn35)CCC4)C2)cc1OC (stereo not given) | -2.6 | -16 | 94 | 3 | -1 | -1 | 99 | -2 | 3 | -21
O=S(=O)(/N=C/c1ccccc1O)c1cccs1 | -1.1 | -5 | 97 | -12 | -1 | -1 | 94 | 1 | 10 | -7
COC(=O)CSc1nnc([C@H](Cc2ccccc2)NC(=O)OC(C)(C)C)o1 | 0.2 | -3 | 103 | 17 | -1 | 0 | 104 | -13 | 20 | -15
